LYP inhibition: LYP phosphatase inhibitors, primary screen, biochemical, DiFMUP fluorescence, recombinant catalytic domain, 10 µM (AID 606). inhibition, % at 10 µM; hits with a dose series show IC50 in µM. recombinant LYP catalytic domain, DiFMUP fluorescence; higher % means a stronger effect. 52,000 tested, under 10 active;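 active = IC50 under 40 µM in the dose-response test; inactive = IC50 of 40 µM or more, or never dose-tested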
HPDE-C7 cytotoxicity: HPDE-C7 pancreatic duct cell viability loss – fluorescence, HTS (AID 430). HPDE-C7 pancreatic duct cells viability, fluorescence; higher % means a stronger effect. cytotoxicity, % at 10 µM, or EC50 in µM where a hit was titrated. actives 1.8% (n = 63,000);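 note: cells exposed to compound for 48 hours before viability readout; 0% = vehicle and 100% = reference cytotoxic drug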
Bfl-1 inhibitors: displacement of Bid BH3 peptide from Bfl-1 – biochemical, fluorescence polarization, FITC-Bid, mouse, primary screen (AID 432); FITC-Bid BH3 peptide fluorescence polarization displacement; higher % means a stronger effect; one-dose displacement, % at 20 µM; IC50 in µM for titrated hits; actives 0.02% (n = 64,000); in the data active = a potency from the dose series; inactive = the rest, 99 in 100 with displacement below about 15%; note: strong numbers were not always called active
HT1080 viability: HT1080 cell viability loss – fluorescence readout (AID 620) | HT1080 viability, fluorescence; higher % means a stronger effect | cytotoxicity, % at 10 µM, or EC50 in µM where a hit was titrated | actives 0.42% (n = 87,000);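 note: cells exposed to compound overnight then 4 h with Alamar Blue; 0% = vehicle DMSO and 100% = killing control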
KRASV12 cytotoxicity: cytotoxicity in KRAS-transformed pancreatic duct cells, primary screen, cell-based, fluorescence, HTS (AID 431). HPDE-C7K KRASV12 cells, Alamar Blue viability, 48 h; higher % means a stronger effect. cytotoxicity, % at 10 µM, or EC50 in µM where a hit was titrated. actives 1.7% (n = 63,000);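 active = compounds whose percent cytotoxicity in the single-dose primary screen, scaled between solvent and toxic-drug controls, exceeds 50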;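 note: 0% = DMSO solvent wells and 100% = doxorubicin-treated wells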
DPM-DC inhibit: S. pneumoniae DPM-DC inhibition; calls only at 10 µM; AID 556; purified DPM-DC, PK/LDH coupled NADH fluorescence; actives 0.49% (n = 65,000);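 active = the 320 compounds with the highest percent inhibition in the single-dose primary screen, excluding strongly autofluorescent ones, cut at about 32% in these data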;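 note: kinetic rate of NADH fluorescence loss reporting ADP formed by the decarboxylase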
TNAP inhibition: inhibition of tissue-nonspecific alkaline phosphatase – biochemical, luminescent (AID 518); purified TNAP enzyme, luminescent substrate readout; higher % means a stronger effect; inhibition, % at 20 µM, or IC50 in µM where a hit was titrated; actives 0.09% (n = 64,000); in the data active = a potency from the dose series; inactive = the rest, 99 in 100 with inhibition below about 22%;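 note: plate controls were vehicle for no effect and reference inhibitor for full effect; many of its hits are not listed in these tables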
PMK inhibit: inhibitors of Streptococcus pneumoniae phosphomevalonate kinase; AID 539; actives 0.49% (n = 65,000); purified PMK, PK/LDH-coupled NADH absorbance 340 nm; inhibition, % at 10 µM;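 active = top-ranked compounds by inhibition in the single 10 µM screen, taking a fixed number of the strongest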;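 note: 0% = full reaction with DMSO carrier and 100% = background rate without enzyme reaction; no value below 0 was filed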
MK inhibit: S. pneumoniae mevalonate kinase inhibition | purified MK, PK/LDH-coupled NADH absorbance 340 nm | inhibition, % at 10 µM | actives 0.48% (n = 65,000);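 active = ranked among the strongest by inhibition in the single 10 µM screen, a fixed top-ranked set picked for dose follow-up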; note: no value below 0 was filed
PMK inhibit pilot replicates: second read-out of PMK inhibit, no call of its own (marks repeat the call); inhibition, %; measured here: pilot screen replicates
MK inhibit pilot replicates: also measured in MK inhibit; calls as there; inhibition, %; measured here: pilot screen replicates
DPM-DC inhibit pilot screen %: recorded beside DPM-DC inhibit, whose call it bears; inhibition, %; measured here: pilot screen trials
* = called active by the depositor; i = inactive; . = not tested or not shown; + = active, no number. Cut-off read from the data, not from the text of the source, unless noted: active = cytotoxicity above about 50%; inactive = the rest.

SMILES	LYP inhibition	HPDE-C7 cytotoxicity	Bfl-1 inhibitors	HT1080 viability	KRASV12 cytotoxicity	DPM-DC inhibit	TNAP inhibition	PMK inhibit	MK inhibit	others
CCOC(=O)Cc1c(C)c2c(O)cc(O)cc2oc1=O	10%	13%	-1%	-6%	18%	.	9%	0	5	PMK inhibit pilot replicates=2.5;MK inhibit pilot replicates=1.0
Cc1ccc(S(=O)(=O)c2c(C)nn(C(C)(C)C)c2OC(=O)c2cccs2)cc1	.	-6%	4%	-28%	5%	i	6%	14	0
COc1cccc(C2=NOC(C(=O)NCc3ccccn3)C2)c1 (stereo not drawn)	6%	-12%	-2%	-2%	-2%	i	8%	10	1
COc1ccc(OC)c(S(=O)(=O)Nc2cc(OC)c(Cl)cc2OC)c1	7%	6%	0%	10%	7%	i	7%	5	5
COC(=O)c1cccc(N(C(=O)CNC(=O)c2ccco2)C(C(=O)NC2CCCC2)c2ccco2)c1 (stereo not drawn)	.	6%	-3%	7%	8%	i	3%	0	9
COCCCNC(=O)CN(Cc1ccc(Cl)cc1)S(C)(=O)=O	-24%	-3%	-6%	7%	0%	i	4%	2	5
COc1ccccc1NC(=O)CC(NCc1ccccc1)C(=O)O (stereo not drawn)	-4%	-1%	0%	-2%	6%	i	16%	12	0	PMK inhibit pilot replicates=5.5;MK inhibit pilot replicates=1.0;DPM-DC inhibit pilot screen %=0.0
Cc1c(/C(O)=C2\C(=O)C(=O)N(CCN(C)C)C2c2cccnc2)cnn1-c1ccccc1 (stereo not drawn)	0%	2%	0%	2%	8%	i	6%	0	12
CS(=O)(=O)N1CCCC(C(=O)NC2CCCCCCC2)C1 (stereo not drawn)	-16%	-21%	-4%	2%	-9%	i	5%	5	13
C=C(C)COc1ccc(-c2nc(N)ncc2Oc2ccccc2OCC)c(O)c1	-1%	7%	-3%	-9%	18%	i	8%	0	0	PMK inhibit pilot replicates=0.0;MK inhibit pilot replicates=6.0;DPM-DC inhibit pilot screen %=4.5
O=C(CCSc1ccc(Cl)cc1)N1CCN(c2ncccn2)CC1	0%	5%	-6%	-2%	-1%	i	6%	11	1
CCOC(=O)CSc1cc(=O)n(C)c2cc(Cl)ccc12	8%	10%	-14%	2%	2%	+	2%	3	13
COc1ccc(N2CCN(C(=O)CSc3ncccc3-c3nc4ccccc4[nH]3)CC2)cc1	0%	-4%	-4%	0%	-7%	i	8%	6	2
Cc1ccc(/C(O)=C2/C(=O)C(=O)N(Cc3cccnc3)C2c2ccccn2)cc1 (stereo not drawn)	0%	10%	1%	2%	0%	i	10%	14	5
O=C(CCNS(=O)(=O)c1ccc(Br)s1)N1CCCCC1	4%	-4%	-5%	-6%	0%	i	13%	13	1	PMK inhibit pilot replicates=2.5;MK inhibit pilot replicates=1.5;DPM-DC inhibit pilot screen %=0.0
CC(=O)NCCc1ccc(S(=O)(=O)N2CCCC2)cc1	-8%	-17%	4%	2%	-1%	i	-4%	6	4
Cc1nnc(SCC(=O)N2CCN(S(=O)(=O)c3ccc(Cl)cc3)CC2)n(N)c1=O	.	-30%	-3%	11%	-15%	i	8%	13	0
Cc1c(C(=O)N2CCCCC2)sc(N)c1C#N	.	-8%	-11%	0%	-14%	i	8%	8	6
CN(C)c1ccc(/C=[N+](\[O-])C(C)(C)/C=N/O)cc1	.	0%	-6%	-8%	0%	i	2%	3	10
O=C(Cn1ccc2ccccc2c1=O)N1CCN(Cc2ccc3c(c2)OCO3)CC1	.	6%	-6%	5%	0%	i	8%	6	0
CC12CCCCN1CCCc1c2[nH]c2ccccc12 (stereo not drawn)	7%	1%	-1%	3%	3%	i	3%	9	4
Cc1nn2cc(-c3ccccc3)nc2s1	.	-10%	-6%	.	-7%	i	4%	14	6
COc1cccc(NC(=O)CSc2nccn2-c2cccc(OC)c2)c1	-1%	-3%	-8%	0%	9%	i	-2%	12	0
CC1OC(Nc2cccc3ccccc23)C(O)C(O)C1O (stereo not drawn)	1%	-6%	-3%	3%	-13%	.	3%	2	13
CS(=O)(=O)N1CCC(c2noc(-c3ccc(C(F)(F)F)cc3)n2)CC1	.	-15%	-7%	8%	0%	i	13%	16	2

For convenience, seven of the compounds above:
SMILES	LYP inhibition	HPDE-C7 cytotoxicity	Bfl-1 inhibitors	HT1080 viability	KRASV12 cytotoxicity	DPM-DC inhibit	TNAP inhibition	PMK inhibit	MK inhibit	others
Cc1ccc(/C(O)=C2/C(=O)C(=O)N(Cc3cccnc3)C2c2ccccn2)cc1 (stereo not drawn)	0%	10%	1%	2%	0%	i	10%	14	5
O=C(CCNS(=O)(=O)c1ccc(Br)s1)N1CCCCC1	4%	-4%	-5%	-6%	0%	i	13%	13	1	PMK inhibit pilot replicates=2.5;MK inhibit pilot replicates=1.5;DPM-DC inhibit pilot screen %=0.0
CC(=O)NCCc1ccc(S(=O)(=O)N2CCCC2)cc1	-8%	-17%	4%	2%	-1%	i	-4%	6	4
Cc1nnc(SCC(=O)N2CCN(S(=O)(=O)c3ccc(Cl)cc3)CC2)n(N)c1=O	.	-30%	-3%	11%	-15%	i	8%	13	0
Cc1c(C(=O)N2CCCCC2)sc(N)c1C#N	.	-8%	-11%	0%	-14%	i	8%	8	6
CN(C)c1ccc(/C=[N+](\[O-])C(C)(C)/C=N/O)cc1	.	0%	-6%	-8%	0%	i	2%	3	10
O=C(Cn1ccc2ccccc2c1=O)N1CCN(Cc2ccc3c(c2)OCO3)CC1	.	6%	-6%	5%	0%	i	8%	6	0

Among those listed so far, these contain four or more nitrogen atoms.
SMILES	LYP inhibition	HPDE-C7 cytotoxicity	Bfl-1 inhibitors	HT1080 viability	KRASV12 cytotoxicity	DPM-DC inhibit	TNAP inhibition	PMK inhibit	MK inhibit	others
Cc1c(/C(O)=C2\C(=O)C(=O)N(CCN(C)C)C2c2cccnc2)cnn1-c1ccccc1 (stereo not drawn)	0%	2%	0%	2%	8%	i	6%	0	12
O=C(CCSc1ccc(Cl)cc1)N1CCN(c2ncccn2)CC1	0%	5%	-6%	-2%	-1%	i	6%	11	1
COc1ccc(N2CCN(C(=O)CSc3ncccc3-c3nc4ccccc4[nH]3)CC2)cc1	0%	-4%	-4%	0%	-7%	i	8%	6	2
Cc1nnc(SCC(=O)N2CCN(S(=O)(=O)c3ccc(Cl)cc3)CC2)n(N)c1=O	.	-30%	-3%	11%	-15%	i	8%	13	0

3 compounds from above, sorted by length of the SMILES, ascending:
SMILES	LYP inhibition	HPDE-C7 cytotoxicity	Bfl-1 inhibitors	HT1080 viability	KRASV12 cytotoxicity	DPM-DC inhibit	TNAP inhibition	PMK inhibit	MK inhibit	others
CC1OC(Nc2cccc3ccccc23)C(O)C(O)C1O (stereo not drawn)	1%	-6%	-3%	3%	-13%	.	3%	2	13
COc1ccccc1NC(=O)CC(NCc1ccccc1)C(=O)O (stereo not drawn)	-4%	-1%	0%	-2%	6%	i	16%	12	0	PMK inhibit pilot replicates=5.5;MK inhibit pilot replicates=1.0;DPM-DC inhibit pilot screen %=0.0
Cc1ccc(S(=O)(=O)c2c(C)nn(C(C)(C)C)c2OC(=O)c2cccs2)cc1	.	-6%	4%	-28%	5%	i	6%	14	0

(listing goes on)
SMILES	LYP inhibition	HPDE-C7 cytotoxicity	Bfl-1 inhibitors	HT1080 viability	KRASV12 cytotoxicity	DPM-DC inhibit	TNAP inhibition	PMK inhibit	MK inhibit	others
CN(CCOC(=O)c1cccc(Br)c1)C(C)(C)C	-2%	7%	-7%	2%	20%	i	17%	5	6
O=C(Nc1nnc(SCc2ccc(Cl)cc2)s1)c1ccco1	.	-1%	2%	-2%	6%	i	11%	5	0
COc1ccc(C(=O)Nc2ccc(S(=O)(=O)N3CCCCC3C)cc2)c(OC)c1OC (stereo not drawn)	.	8%	2%	-8%	12%	i	8%	9	8
Cc1ccc2cccc(S(=O)(=O)n3nc(C)cc3C)c2n1	-1%	22%	0%	30%	20%	i	4%	0	9
CCCCCCC1C(C#N)=C(N)OC2=C1C(=O)CCC2 (stereo not drawn)	-12%	-8%	4%	4%	-2%	i	16%	3	5
CC#CCN(CC#CC)S(=O)(=O)c1ccc(-n2cnnn2)c(OC)c1	-10%	-5%	-5%	-1%	-8%	i	5%	6	10
C=CCOC(=O)Nc1c(C(=O)OC)[nH]c2ccccc12	.	-8%	2%	0%	4%	i	8%	0	1
Cc1ccc(N2CC(c3nc4ccccc4n3C)CC2=O)cc1C (stereo not drawn)	.	-15%	-1%	10%	-4%	i	0%	19	3
CN1CCN(Cc2c(O)ccc3c(=O)c(Oc4ccccc4Cl)c(C(F)(F)F)oc23)CC1	-2%	-17%	0%	1%	-11%	i	4%	13	15
COc1ccc(NC(=O)c2cccc(-n3cnnn3)c2)cc1	3%	-2%	-6%	4%	-2%	i	5%	11	1
Cc1c(NS(=O)(=O)c2ccccc2)cc(Cl)c(O)c1C	9%	17%	-3%	21%	22%	i	17%	0	7
CCN(CC)c1ccc(C(=O)OCC(=O)N2CCN(c3ccccc3)CC2)cc1	1%	25%	-6%	9%	15%	i	4%	9	0
Cc1ccc(CCNC(=O)c2nnn(-c3cc(C)cc(C)c3)c2N)cc1	-13%	3%	-6%	12%	8%	i	6%	4	1
Cn1c(=O)n(CCCOc2ccc(Cl)cc2)c2ccccc21	9%	-26%	1%	1%	-12%	i	7%	3	4
COc1ccc(S(=O)(=O)N2CCC(C(=O)NCc3ccccn3)CC2)cc1Cl	1%	-6%	3%	-5%	-11%	i	5%	3	5
O=C(CN(C(=O)CCC(=O)Nc1nccs1)c1ccc2c(c1)OCCO2)NCc1ccco1	.	-18%	1%	3%	-1%	i	14%	11	11
CN(C)c1cccc(C(=O)OCC(=O)NCC2CCCO2)c1 (stereo not drawn)	7%	3%	-5%	-6%	6%	i	0%	0	8
Cc1ccc(-c2cc(C(=O)NCc3ccco3)no2)cc1	0%	6%	-5%	9%	-2%	i	5%	9	0
CCCC(c1nnnn1Cc1ccccc1)N1CCC(C(N)=O)CC1 (stereo not drawn)	.	6%	-8%	-3%	17%	i	7%	9	0
C=CCc1cccc(/C=N/c2nc3ccccc3n2CC)c1O	.	-7%	5%	9%	-6%	i	7%	0	0
Cc1cc(C)n(-c2nncn2/N=C/c2ccccc2F)n1	8%	-11%	-3%	-3%	-6%	i	4%	13	4
CC(C)=CCC/C(C)=C/CN(CC(C)O)CC(C)O (stereo not drawn)	5%	2%	-3%	11%	0%	i	11%	0	40*
Cc1ccc2c(c1)cc(C)c1nnc(SCC(=O)NCc3ccco3)n12	.	4%	1%	2%	-4%	i	-2%	13	0
CC(C)Sc1nc2c(cnn2-c2ccccc2)c(=O)[nH]1	5%	-16%	-3%	-1%	-18%	i	-1%	5	9
COCCNC(=O)c1ccc(CS(=O)(=O)c2ccc(C)cc2)o1	-1%	6%	-6%	2%	6%	i	15%	11	7
CN(C)c1ccc(C2C3C(=O)NC(=O)C3ON2c2ccc(Cl)cc2)cc1 (stereo not drawn)	-5%	-3%	0%	.	16%	i	16%	8	7
CCn1c(SCC(=O)c2ccc(NS(=O)(=O)c3ccccc3)cc2)nnc1-c1cccs1	10%	-2%	-6%	0%	2%	i	0%	7	3
